SIAE primary: blocks human sialic acid acetylesterase; 370,000 tested, 0.69% active; SIAE FP-Rh probe binding, fluorescence polarization; inhibition, % at 9.66 µM; AID 1053197; Q9HAT2;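 active means inhibition above a cutoff: mean of compounds within the control limits plus 3 SD of those, cut at about 17% in these data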;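 further: 0% = plate median of compound wells and 100% = probe without SIAE protein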
ARFGAP1 inh: inhibits rat ARF GTPase activating protein 1; inhibition, % at 16.5 µM; 360,000 tested, 0.26% active; Arfgap1-stimulated ARF1 GTP hydrolysis, GDP FP detection; AID 651572;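 active means inhibition above a per-plate limit, mean inhibition of low control wells plus 3 SD, cut at about 25% in these data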;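 further: 0% = DMSO wells with enzyme and 100% = wells lacking Arfgap1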
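Material: rat Arfgap1 catalytic domain, aa 1-136; also added: human ARF1(Δ1-17)-GTP substrate; compound dosing: one concentration, 16.5 µM, DMSO 1.26%; incubation: GTP hydrolysis reaction 2 h at 25 °C; measured by: Tracer-displacement fluorescence polarization with EDTA stop, 620/688 nm; evaluation: % inhibition from polarization; repeats: one replicate per compound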
ADAM10 inh: ADAM10 inhibition, QFRET primary screen | AID 720582 | O14672 | 370,000 tested, 0.62% active | inhibition, % at 7 µM | recombinant ADAM10, EDANS/DABCYL FRET peptide cleavage, 3 h;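 active means inhibition above a per-campaign cutoff equal to the mean of compounds falling between control-based bounds plus 3 SD, cut at about 20% in these data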;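 further: 0% = DMSO wells while the 100% control is not disclosed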
DDE Tn7 FP inh: inhibitors of Tn7 peptide binding to human fibrin DD(E); FP displacement of FITC-Tn7 peptide from fibrin DD(E); 0% = median of compound wells per plate; 370,000 tested, 0.13% active; inhibition, % at 8.3 µM; AID 720508; P02675;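 active means inhibition above the mean of compounds falling within the control limits plus 3 SD of them, cut at about 14% in these data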;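 further: 0% = plate median of compound wells and 100% = 10 µM Aha-Tn7 peptide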
Target sequence (P02675 whole entry, looked up): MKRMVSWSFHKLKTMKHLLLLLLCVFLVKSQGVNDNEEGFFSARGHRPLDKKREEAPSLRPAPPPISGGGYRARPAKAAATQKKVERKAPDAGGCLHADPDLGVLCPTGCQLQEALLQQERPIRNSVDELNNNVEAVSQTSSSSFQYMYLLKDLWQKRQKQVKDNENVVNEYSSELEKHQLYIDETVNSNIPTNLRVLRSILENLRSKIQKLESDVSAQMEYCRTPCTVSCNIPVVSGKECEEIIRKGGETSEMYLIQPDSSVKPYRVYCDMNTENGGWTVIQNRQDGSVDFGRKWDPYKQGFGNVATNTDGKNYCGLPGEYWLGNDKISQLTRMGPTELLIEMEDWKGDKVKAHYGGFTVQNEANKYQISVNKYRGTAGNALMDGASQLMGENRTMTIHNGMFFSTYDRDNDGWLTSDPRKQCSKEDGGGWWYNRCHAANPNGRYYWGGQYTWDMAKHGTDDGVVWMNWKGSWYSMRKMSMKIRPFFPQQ
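Also added: labelled Tn7 tracer, 0.1 µM; Assay system: human fibrin DD(E) protein; Amount: 2 µM fibrin DD(E); Schedule: 10 min compound pre-incubation, 3 h probe incubation at room temperature; Repeats: one replicate per compound; Read-out basis: percent inhibition; Measured by: fluorescence polarization of the labelled Tn7 tracer.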
PLCg1 inh: PLC-gamma1 (human) inhibition, primary screen; P19174; purified PLC-gamma1, fluorogenic substrate, fluorescence; inhibition, % at 12.2 µM; 370,000 tested, 0.84% active; in the data active means inhibition above about 9.5%
Tn6 DDE FP: inhibitors of Tn6 peptide binding to human fibrin DD(E). P02675. Fibrin DD(E) TRITC-Tn6 fluorescence polarization displacement. inhibition, % at 8.3 µM. 370,000 tested, 0.21% active;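 active means inhibition above a per-campaign cutoff: mean of compounds within control limits plus 3 SD, cut at about 15% in these data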;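 further: 0% = median of all compound wells on the plate and 100% = blocking peptide control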
TDP2 absorb: TDP2 (human) inhibition, absorbance primary screen. O95551. recombinant TDP2, T5PNP hydrolysis, p-nitrophenol absorbance 415 nm. inhibition, % at 12.8 µM. 370,000 tested, 0.34% active;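 active means inhibition above the mean of all tested compounds plus 3 SD, set per campaign, cut at about 25% in these data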;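 further: 0% = DMSO with enzyme and 100% = buffer with substrate but no TDP2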
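Assay system: recombinant human TDP2 / Reagent: T5PNP substrate at 5 mM, a TopII-DNA adduct mimic / Measured by: epi absorbance from released p-nitrophenol / Evaluation: % inhibition relative to enzyme-containing and enzyme-free wells / Control set: enzyme-free and DMSO wells / Replicates: each compound tested once, singlicate / Schedule: enzyme reaction with compound for 2 h at 37 °C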
ASAP1 inh: blocks human ASAP1-stimulated Arf1 GTP hydrolysis | 360,000 tested, 0.19% active | AID 624377 | inhibition, % at 16.5 µM | GDP FP detection | Q9ULH1; in the data active means inhibition above about 25%;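 further: 0% = vehicle with enzyme and substrate and 100% = no enzyme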
ADAM17 inh: ADAM17 inhibition, QFRET primary screen. recombinant ADAM17, EDANS/DABCYL FRET peptide cleavage. inhibition, % at 6.95 µM. 370,000 tested, 0.83% active. P78536. AID 720648;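 active means inhibition above the mean of compounds lying between control limits plus 3 SD, set per campaign, cut at about 8.5% in these data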;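 further: 0% = DMSO-only wells as the low control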
Target sequence (P78536 215-824 limits assumed): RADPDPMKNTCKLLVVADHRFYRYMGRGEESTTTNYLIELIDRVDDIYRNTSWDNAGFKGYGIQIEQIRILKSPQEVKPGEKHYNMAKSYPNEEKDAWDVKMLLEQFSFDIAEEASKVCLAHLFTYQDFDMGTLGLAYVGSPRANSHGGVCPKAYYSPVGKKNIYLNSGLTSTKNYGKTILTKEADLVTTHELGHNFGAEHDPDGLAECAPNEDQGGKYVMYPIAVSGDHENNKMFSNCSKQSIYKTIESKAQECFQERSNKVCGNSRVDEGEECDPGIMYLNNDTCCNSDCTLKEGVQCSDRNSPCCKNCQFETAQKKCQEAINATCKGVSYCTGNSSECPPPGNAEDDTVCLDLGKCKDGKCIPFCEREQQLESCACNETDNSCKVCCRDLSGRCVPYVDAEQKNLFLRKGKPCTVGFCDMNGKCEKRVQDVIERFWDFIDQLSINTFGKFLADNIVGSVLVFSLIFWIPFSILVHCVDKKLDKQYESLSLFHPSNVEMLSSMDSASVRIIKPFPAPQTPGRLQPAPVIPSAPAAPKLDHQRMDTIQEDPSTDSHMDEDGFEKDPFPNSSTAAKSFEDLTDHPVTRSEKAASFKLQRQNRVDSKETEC
PLC-beta3 inh: blocks human PLC-beta3 enzyme activity. Purified PLC-beta3, fluorogenic substrate, fluorescence. inhibition, % at 12.2 µM. 370,000 tested, 0.18% active; in the data active means inhibition above about 11%;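 further: 0% = median of compound wells on plate and 100% = full blocker control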
Numbers without * were called inactive; i = inactive; . = not tested or not shown.

SMILES	SIAE primary	ARFGAP1 inh	ADAM10 inh	DDE Tn7 FP inh	PLCg1 inh	Tn6 DDE FP	TDP2 absorb	ASAP1 inh	ADAM17 inh	PLC-beta3 inh
CC1CN(C(c2cccs2)c2sc3ncnn3c2O)CC(C)O1 (stereo not drawn)	-6	-2	-7	5	7	-5	-7	1	-6	-7
NC(=O)COc1ccccc1C(=O)NC12CC3CC(CC(C3)C1)C2	-8	8	0	-2	1	2	-5	-5	-1	-3
CC(C)C(=O)NC(Nc1ccc(S(N)(=O)=O)cc1)C(Cl)(Cl)Cl (stereo not drawn)	-1	-11	5	6	1	4	2	-17	-2	2
COc1ccc(OCCn2cnc3ccccc32)cc1	1	5	3	-3	6	-4	3	-11	1	-2
CCOc1nc(C)ccc1-c1noc(CC)n1	2	14	-5	4	-2	-14	-1	4	-6	2
Cn1c(SCC#N)nnc1-c1cccnc1	4	2	4	-6	3	5	-11	11	1	5
O=C(COC(=O)Cn1cnc2ccccc21)Nc1ccc2c(c1)OCCO2	-4	5	-7	-3	2	-5	-7	-6	0	1
O=C1CCC(/C=C/c2ccccc2)=NN1Cc1ccc(Cl)c(Cl)c1	-1	6	1	-5	3	4	4	-8	1	-2
O=S(=O)(c1ccc(Cl)cc1)c1nc(-c2ccco2)oc1N1CCOCC1	-1	2	2	3	2	0	1	-12	-6	-2
COc1ccc2c(c1OC)C(C1c3c(cc4c(c3OC)OCO4)CCN1C)OC2=O (stereo not drawn)	-2	11	-6	3	-18	10	4	-1	-5	-18
OCCN1CCN(CC(O)COc2ccc(C34CC5CC(CC(C5)C3)C4)cc2)CC1 (stereo not drawn)	4	-2	7	-4	6	-1	-3	4	0	4
COc1cccc(C(=O)N2CCN(Cc3cccc(F)c3)CC2)c1	6	8	3	-2	-2	-6	19	9	3	-2
Cc1oc(S(=O)(=O)N2CCCCC2)cc1NC(=O)Nc1ccccc1	-6	-2	-3	1	-1	-2	-5	-7	-2	-8
Cn1ncc(Cl)c1C(=O)NCc1cc(C(C)(C)C)n[nH]1	-3	-1	5	5	1	0	-2	-11	-4	3
CC1=C(C(=O)N(C)C)CC(CC(=O)NC2CCCC2)C(=O)N1Cc1ccccc1 (stereo not drawn)	2	-10	-6	4	-2	-3	10	1	-1	-3
CCOC(=O)c1c(NC(=S)NNS(=O)(=O)c2ccc(Br)cc2)sc2c1CCCCC2	7	7	-2	2	1	2	-1	7	2	-5
O=C(N/N=C/c1cc([N+](=O)[O-])ccc1O)c1cccc(N2CCCC2=O)c1	2	6	3	6	-2	1	-6	-2	0	-6
Cn1c(=O)[nH]c(=O)c2c1nc(Br)n2C/C=N/NC(=O)c1ccccc1	10	-3	0	5	3	-3	11	4	1	3
CCOCC(=O)OCC(=O)NC12CC3CC(CC(C3)C1)C2	-4	5	-2	4	-2	2	9	-7	-6	-5
CC(=O)Nc1ccc(S(=O)(=O)N2CCC(C(=O)NCCC(=O)NCc3ccncc3)CC2)cc1	-4	-13	2	1	3	3	-5	-2	-3	3
CC(C)(C)NC(=O)CSc1nnc(C2CC2)n1Cc1ccccc1	1	11	-2	-2	-1	1	-2	5	-4	1
COCC1CCCCN1C(=O)CCCn1nnnc1CN1CCC(C)CC1 (stereo not drawn)	-4	1	4	-2	8	5	-8	-2	-5	-7
Cc1ccc(CSC2=NCCN2S(=O)(=O)c2ccc(F)cc2)cc1	-8	4	8	-3	7	-2	-1	8	1	0
O=C(COC(=O)c1ccc(Br)cc1)NCCN1C(=O)CSC1=O	-4	-8	-1	8	1	2	-13	-6	-4	-9
COCCCNC(=O)C[C@@H]1C(=O)N2CCCC3=C2[C@@]1(C(=O)OC)CCCC3	4	.	-1	-7	1	-7	0	.	-1	1
CCN(CC)S(=O)(=O)c1ccc(-c2nnc(SCC(=O)Nc3ccc(OC)c(OC)c3)o2)cc1	-9	-9	4	-2	9	-5	0	5	1	-2
CC1C(=O)OC2C1CCC1(C)C3(C)C(=O)C=CC213 (stereo not drawn)	-3	-6	-11	-5	-1	1	-2	-2	-3	5
O=C1NC(=Nc2ccccc2)S/C1=C/c1cccs1	-17	6	1	9	1	2	2	-11	-2	-3
O=c1oc2ccccc2c(=O)c2ccccc12	-4	1	-10	8	2	-8	-1	-5	-1	4
O=c1cccc(-c2ccc(Br)cc2)o1	-3	-10	6	6	3	11	2	-3	1	3
O=C(NCc1ccccc1)Oc1cccc(Cl)c1	1	3	-2	-1	0	-1	1	13	0	3
COc1ccc(N(C(=O)Cn2nnc(-c3ccc(Cl)cc3)n2)C(C(=O)NCC2CCCO2)c2ccc(C)cc2)cc1 (stereo not drawn)	4	3	-4	-5	3	-2	0	8	-1	1
Cc1ccccc1CCN(CC(=O)NCc1ccc(F)cc1)C(=O)c1csnn1	3	5	3	7	-2	-3	6	4	2	-2
COc1ccc(CCN(Cc2cccs2)S(=O)(=O)c2ccc(C)c(C)c2)cc1OC	-5	.	6	-4	2	1	4	.	2	-2
Cc1ccc(C(=O)NCCn2cc(SCC(=O)N3CCOCC3)c3ccccc32)cc1	3	13	-6	0	1	-6	-7	1	-2	2
Cc1ccc(C2NCCS2)cc1 (stereo not drawn)	1	-8	-2	-4	3	2	-18	-18	2	6
CC(=O)N1CCCc2ccc(NS(=O)(=O)c3ccccc3)cc21	4	2	-2	14	0	0	-1	-12	-1	-7
Cc1c(C(=O)NCc2ccc3c(c2)OCCO3)sc(=O)n1Cc1ccccc1C(F)(F)F	3	-7	0	0	0	1	4	2	0	-6
C[C@@H]1CN([C@H](C)CO)C(=O)c2c(c3ccccc3n2C)-c2ccccc2CO[C@H]1CN(C)C(=O)CCC(F)(F)F	6	-4	-4	2	-2	-1	10	-5	-3	1
CCN1CCN(Cc2ccc(NC(=O)c3cc(NC(=O)C(=O)c4c[nH]c5ccccc45)cc(OC)c3)cc2C(F)(F)F)CC1	-109	46*	22*	4	-13	44*	1	20	9.0*	-20
CS(=O)(=O)N1N=C(c2cccs2)CC1c1ccco1 (stereo not drawn)	0	9	-1	5	-6	-2	-2	-3	-6	-12
CCCCC1S/C(=N/N=C/c2cccs2)NC1=O (stereo not drawn)	-8	1	5	2	0	-1	10	-8	1	2
O=C(C1CC(=O)N(c2ccccc2)C1)N1CCN(C2=NS(=O)(=O)c3ccccc32)CC1 (stereo not drawn)	-3	3	-7	-5	1	-3	-6	1	-2	5
Fc1ccc(-n2c(CN3CCCCC3)n[nH]c2=S)cc1	3	8	-5	4	1	7	-3	3	-3	-3
CS(=O)(=O)N1CCCC(C(=O)NCCCN2CCc3ccccc3C2)C1 (stereo not drawn)	6	-4	-5	4	0	-6	-4	1	-4	-2
COc1ccc(-c2cc(=O)oc3cc(OC(C)C(=O)NCc4ccccn4)ccc23)cc1 (stereo not drawn)	2	-5	-80	1	-74	-8	8	3	-16	-94
Cc1ccnc(NS(=O)(=O)c2cc(-c3cc(C)no3)ccc2C(C)C)c1	1	-5	-24	0	-7	0	3	-2	-6	-24
CC(=O)NC(=S)Nc1cccc2c(C)cc(C)nc12	-5	-11	3	12	-3	2	3	3	-5	1
CCOC(=O)CN=C/C(C(C)=O)=C(/C)O	-5	2	4	-4	5	1	-20	3	1	8
Cc1ccc(CN2C(=O)c3ccccc3NC2c2cc(Br)ccc2O)cc1 (stereo not drawn)	-12	10	-292	-12	-169	-18	-11	14	-138	-248

No new results follow: entries from further up.
SMILES	SIAE primary	ARFGAP1 inh	ADAM10 inh	DDE Tn7 FP inh	PLCg1 inh	Tn6 DDE FP	TDP2 absorb	ASAP1 inh	ADAM17 inh	PLC-beta3 inh
CC1CN(C(c2cccs2)c2sc3ncnn3c2O)CC(C)O1 (stereo not drawn)	-6	-2	-7	5	7	-5	-7	1	-6	-7
NC(=O)COc1ccccc1C(=O)NC12CC3CC(CC(C3)C1)C2	-8	8	0	-2	1	2	-5	-5	-1	-3
CC(C)C(=O)NC(Nc1ccc(S(N)(=O)=O)cc1)C(Cl)(Cl)Cl (stereo not drawn)	-1	-11	5	6	1	4	2	-17	-2	2

Carrying on.
SMILES	SIAE primary	ARFGAP1 inh	ADAM10 inh	DDE Tn7 FP inh	PLCg1 inh	Tn6 DDE FP	TDP2 absorb	ASAP1 inh	ADAM17 inh	PLC-beta3 inh
CCN1CCN(Cc2nc3c(c(=O)n(C)c(=O)n3C)n2CCc2ccccc2)CC1	4	-3	-2	3	-2	11	-1	-9	-2	-1
COc1ccc(CN2CCCC(C(=O)c3cccc(OC(C)C)c3)C2)cc1Cn1cccn1 (stereo not drawn)	-4	-5	-9	-2	-6	-3	-9	7	-4	-9
CCCc1nn(C)c2c1C(c1cccnc1)C(C#N)=C(N)O2 (stereo not drawn)	3	4	4	2	2	-2	1	-5	1	3
CCOC(=O)C1=C(COC(=O)c2ccc3ccccc3c2O)NC(=O)NC1C (stereo not drawn)	-13	-6	-155	-11	-45	-7	-35	3	-50	-74
Cc1nc(CN(C)c2ncnc3ccc(-c4ccc5c(c4)OCO5)cc23)cs1	-5	1	-41	-2	-124	0	3	7	-14	-186
CC[N+]1(C)CCC(O)(c2ccc(OC)cc2)C(C(=O)c2ccc(OC)cc2)C1 (stereo not drawn)	-2	-5	-5	3	-2	-4	8	5	-1	3
CCS(=O)(=O)N1CCCC(C(=O)NCCCN2CCCC2=O)C1 (stereo not drawn)	-5	8	1	4	1	-5	5	-3	-4	-1
Cc1ccc(-n2ccnc(SCC(=O)NCCc3ccccc3)c2=O)cc1F	-5	1	-14	0	-12	0	-10	6	-3	-12
O=C(/C=C/c1ccc(O)c(O)c1)c1ccccc1O	-10	1	7	0	-4	-9	4	1	-1	-7
CCOC(=O)C1CCCN(C(=O)c2ccc([N+](=O)[O-])cc2)C1 (stereo not drawn)	2	-4	6	5	1	-2	4	-6	-1	4
COC(=O)c1c(C)oc2ccc(NS(=O)(=O)c3cccs3)cc12	-6	-6	4	1	-1	3	3	5	3	0
Cn1cnc([N+](=O)[O-])c1Nc1cccc(O)c1	3	4	0	-5	4	-5	4	5	-3	1
COc1ccccc1-c1cc(-c2ccc(O)cc2)nc(N)c1C#N	-5	15	i	6	i	2	9	-7	-295	i

A second format for 3 compounds above:
| structure | SIAE primary | ARFGAP1 inh | ADAM10 inh | DDE Tn7 FP inh | PLCg1 inh | Tn6 DDE FP | TDP2 absorb | ASAP1 inh | ADAM17 inh | PLC-beta3 inh |
| --- | --- | --- | --- | --- | --- | --- | --- | --- | --- | --- |
| CC(=O)Nc1ccc(S(=O)(=O)N2CCC(C(=O)NCCC(=O)NCc3ccncc3)CC2)cc1 | -4 | -13 | 2 | 1 | 3 | 3 | -5 | -2 | -3 | 3 |
| CC(C)(C)NC(=O)CSc1nnc(C2CC2)n1Cc1ccccc1 | 1 | 11 | -2 | -2 | -1 | 1 | -2 | 5 | -4 | 1 |
| COCC1CCCCN1C(=O)CCCn1nnnc1CN1CCC(C)CC1 (stereo not drawn) | -4 | 1 | 4 | -2 | 8 | 5 | -8 | -2 | -5 | -7 |

Screening data from PubChem.
